Compound activity: PubChem, several laboratories
Anthrax LF inh2 – blocks Bacillus anthracis lethal factor protease | hit rate 0.12% among 360,000 | inhibition, % at 10 µM | multiplex microsphere protease cleavage assay, LF; further: plate controls were buffer without enzyme for full effect and enzyme alone for no effect
GDH-TPI inh – GDH-TPI coupled enzyme inhibition counter-screen | GDH-TPI coupled enzyme counterscreen, NADH absorbance | inhibition, % at 4.8 µM | hit rate 1.2% among 360,000 | AID 588335; in the data active means inhibition above about 30%;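 further: 0% = DMSO wells and 100% = wells lacking the enzyme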
FadD28 FP inh – M. tuberculosis FadD28 bisubstrate binding inhibition. hit rate 0.22% among 360,000. AID 588549. inhibition, % at 12.5 µM. FadD28 bisubstrate probe binding, fluorescence polarization; in the data active means inhibition above about 8.5%, passing the limit was not always enough; inconclusive means no clear call, values can overlap the other calls
BoNT-F LC inh – inhibitors of Botulinum neurotoxin F light chain protease. AID 588497. Multiplex microsphere protease cleavage assay, flow cytometry. inhibition, % at 10 µM. hit rate 0.22% among 360,000; in the data active means inhibition above about 35%, passing the limit was not always enough; inconclusive means no clear call, values can overlap the other calls; further: plate controls were buffer without enzyme for full effect and enzyme alone for no effect
PfHsp40 yeast – rescue of PfHsp40-mediated yeast toxicity | hit rate 0.68% among 340,000 | S. cerevisiae expressing PfHsp40, growth rescue, ATP luminescence | growth rescue, % at 12.5 µM | AID 504582; in the data active means growth rescue above about 28%, passing the limit was not always enough; inconclusive means no clear call, values can overlap the other calls;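 further: yeast W303a lacking pdr1 and pdr3 grown in galactose medium; growth measured after three days at 30 °C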
FBA Mtb inh – Mtb fructose-bisphosphate aldolase inhibition; P9WQA3; purified M. tuberculosis FBA, fluorescence read-out; inhibition, % at 1 µM; hit rate 2.3% among 360,000; AID 588726; in the data active means inhibition above about 27%;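 further: 0% = vehicle and 100% = reference inhibitor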
Target sequence (P9WQA3 whole entry, looked up): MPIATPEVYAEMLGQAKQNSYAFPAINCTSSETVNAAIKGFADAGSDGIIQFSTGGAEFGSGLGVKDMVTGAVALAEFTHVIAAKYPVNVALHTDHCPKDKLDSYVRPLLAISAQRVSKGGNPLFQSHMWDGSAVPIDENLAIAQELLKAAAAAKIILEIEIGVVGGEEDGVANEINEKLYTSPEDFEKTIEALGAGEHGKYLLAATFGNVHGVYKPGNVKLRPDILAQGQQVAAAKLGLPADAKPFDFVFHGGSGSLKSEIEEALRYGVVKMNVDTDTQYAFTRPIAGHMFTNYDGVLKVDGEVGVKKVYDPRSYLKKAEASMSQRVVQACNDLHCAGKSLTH
Mtb UGM inh – inhibitors of M. tuberculosis UDP-galactopyranose mutase; P9WIQ1; hit rate 0.06% among 320,000; AID 504406; purified UGM, fluorescence polarization probe displacement; inhibition, % at 10 µM; in the data active means inhibition above about 10%, passing the limit was not always enough; inconclusive means no clear call, values can overlap the other calls
Target sequence (P9WIQ1 whole entry, looked up): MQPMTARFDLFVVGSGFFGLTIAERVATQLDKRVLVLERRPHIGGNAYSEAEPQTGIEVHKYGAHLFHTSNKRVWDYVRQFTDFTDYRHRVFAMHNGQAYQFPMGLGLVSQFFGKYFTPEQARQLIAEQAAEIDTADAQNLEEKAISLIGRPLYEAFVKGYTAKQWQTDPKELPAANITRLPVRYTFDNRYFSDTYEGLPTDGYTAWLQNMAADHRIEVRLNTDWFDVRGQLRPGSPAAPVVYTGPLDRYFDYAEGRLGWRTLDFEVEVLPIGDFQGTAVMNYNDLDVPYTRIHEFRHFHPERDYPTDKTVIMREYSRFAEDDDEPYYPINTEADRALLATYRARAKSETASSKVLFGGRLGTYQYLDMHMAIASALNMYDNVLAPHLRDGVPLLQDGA
BoNT-A LC inh2 – inhibitors of Botulinum neurotoxin A light chain protease; multiplex microsphere protease substrate cleavage, flow cytometry; inhibition, % at 10 µM; hit rate 0.17% among 360,000; further: plate controls were buffer without enzyme for full effect and enzyme alone for no effect
Mtb BioA inh – BioA (M. tuberculosis) enzyme inhibition. purified M. tuberculosis BioA enzyme, plate reader. inhibition, % at 9.99 µM. hit rate 0.096% among 360,000. AID 602481; in the data active means inhibition above about 40%; inconclusive means no clear call, values can overlap the other calls
* = called active by the depositor; ? = inconclusive; . = no result given; & = joins results of further samples. Unless noted, no stated cut-off is given here; in the data, active means inhibition above about 30%; inconclusive means no clear call, values can overlap the other calls; inactive means below that.

cpd	mol	Anthrax LF inh2	GDH-TPI inh	FadD28 FP inh	BoNT-F LC inh	PfHsp40 yeast	FBA Mtb inh	Mtb UGM inh	BoNT-A LC inh2	Mtb BioA inh
1	COc1ccc(C(=O)/C=C/Nc2ccccn2)c(OC)c1	-2	24	-2.7	1	.	7	-5.0	0.1	-1.7
2	O=[N+]([O-])c1ccc(CNCCc2ccccc2)cc1	0	12	-1.2	19	-0.5	2	-0.8	3.1	0.2
3	Cn1nc(-c2ccccc2)c(C(O)c2ccccc2C(F)(F)F)c1Cl (configuration not stated)	3	7	-0.1	6	3.2	-1	1.6	3.6	1.8
4	O=C(Cn1c(=O)c2cccn2c2ccc(F)cc21)NCCCN1CCN(c2ccccc2F)CC1	0	3	-0.8	-3	-3.1	5	3.2	-0.6	-2.0
5	c1cc(C(c2nnnn2C2CCCC2)N2CCOCC2)ccn1 (configuration not stated)	-1	4	1.6	-10	-0.9	-1	-2.2	-0.9	-2.4
6	CC(Oc1ccc(F)cc1Br)c1nc2ccccc2c(=O)[nH]1 (configuration not stated)	2	-2	-1.0	0	-0.4	2	0.0	-1.6	-0.7
7	CC(C)(C)C1CCc2onc(C(=O)Nc3ccc4c(c3)OCO4)c2C1 (configuration not stated)	1	-4	-2.7	-13	-1.6	-1	1.8	-4.5	-0.6
8	O=C(O)c1cnn2c(-c3ccccc3)ccnc12	-12	13	-3.9	5	-1.2	1	0.8	-5.6	-0.9
9	CC1(c2nnc(-c3ccc(F)cc3)o2)CC(c2ccc(F)cc2)=NO1 (configuration not stated)	-11	2	-1.5	-1	4.3	1	1.2	-0.7	3.5
10	O=C(Nc1cccc(S(=O)(=O)N2CCCC2)c1)[C@@H]1O[C@H](CO)[C@H](O)[C@H](O)[C@H]1O	0	-2	0.6	-8	.	1	.	-0.1	-0.9
11	COc1cc2c(cc1OC)/C(=C/C(=O)c1ccccc1)NCC2	3	22	0.9	-7	41*	3	1.2	0.0	2.6
12	O=C(CCN1C(=O)COc2ccccc21)N1CCN(c2ccccc2)CC1	-7	-4	0.4	1	1.6	0	-1.1	-1.1	.
13	COc1ccc2ccc3c(c2c1)N=C[C@]1(O3)N(C)c2ccccc2C1(C)C	-3	12	0.4	3	0.6	3	0.8	0.3	0.1
14	COc1cccc(CN2CCC(N(CCc3ccccc3)Cc3ccccc3)CC2)c1OC	-2	5	0.7	3	-0.3	0	-2.5	-0.6	0.0
15	C=C1C2C[C@H](O)C(C)(C)[C@@]2(O)[C@H](O)C[C@]23C[C@@](C)(O)[C@H](CC[C@H]12)[C@H]3O (some centres not stated)	5	5	-0.6	4	0.0	7	1.3	-0.5	-0.7
16	COc1cc2[nH]c(=O)c(C(=O)NCc3ccc(F)cc3)c(O)c2cc1OC	1	8	-0.6	-6	-0.1	-1	-2.9	-2.8	-0.3
17	CC(=O)c1cc2c(cc1NC(=O)CCCC(=O)O)OCO2	0	3	-0.5	-12	1.7	2	1.3	0.3	-0.5
18	CCN(Cc1ccccc1)C(c1cccc(C#N)c1)c1nnnn1C(C)(C)C (configuration not stated)	2	2	-6.2	-12	0.8	-3	-0.1	-1.8	0.4
19	COCCCNCCOCCOc1c(OC)cccc1OC	-8	12	-0.2	2	-0.8	2	-0.3	-0.8	.
20	CC1CCN(C(=O)COC(=O)c2cn(C)c3ccccc23)CC1	-6	7	0.9	-3	1.3	3	-0.2	-0.8	0.0
21	c1ccc(CNc2nc3ccccc3n3cnnc23)nc1	-3	10	1.1	-8	-2.1	2	4.2	-1.1	0.9
22	Cn1c(CN2CCCC2)nc2cc(NC(=O)COc3ccccc3)ccc21	1	-1	-1.3	-15	-0.8	4	-0.4	2.3	-1.4
23	CCN(C(=O)CSc1nnc(-c2ccc(OC)cc2)n1C(C)C)C1CCS(=O)(=O)C1 (configuration not stated)	-1	-8	-2.4	2	0.6	-1	-3.6	-0.3	3.4
24	CCn1c2ccccc2c2cc(CN3CCN(S(=O)(=O)Cc4ccccc4)CC3)ccc21	-2	16	0.1	3	-1.0	-3	-2.0	0.0	-1.2
25	COc1cccc(NC(=O)c2c([N+](=O)[O-])cnn2C)c1	-6	11	-2.8	-29	-1.2	1	-4.3	-7.0	-0.1
26	Cc1cn([C@H]2C[C@H](O)[C@@H](/C=C/C(=O)NCCN3CCOCC3)O2)c(=O)[nH]c1=O	-5	.	-1.3	6	.	-3	.	1.2	-0.7
27	CCn1cc(C(=O)NCC(=O)OC)c2cc(OC)c(OC)cc2c1=O	-2	13	0.5	4	-2.4	0	-1.1	-1.9	0.0
28	CCOC(=O)CNC(=O)N1C[C@H]2CON(C)[C@H]2C[C@H]1c1ccccc1Br	-5	-11	-2.9	-2	.	-2	.	0.2	-0.6
29	CC1(C)CC(CC(=O)NC(=S)Nc2ccc([N+](=O)[O-])cc2)C(=O)O1 (configuration not stated)	-4	15	-0.4	-21	3.5	-2	-3.4	-2.2	14
30	Cc1ccc(CC(CC(=O)O)C(=O)NCC23CC4CC(CC(C4)C2)C3)cc1 (configuration not stated)	-6	0	2.1	-11	-0.6	5	2.5	-0.3	.

Look-ups from the results shown:
CC(=O)c1cc2c(cc1NC(=O)CCCC(=O)O)OCO2 in Mtb UGM inh: 1.3
COc1cccc(NC(=O)c2c([N+](=O)[O-])cnn2C)c1 in FBA Mtb inh: 1
CCN(Cc1ccccc1)C(c1cccc(C#N)c1)c1nnnn1C(C)(C)C (configuration not stated) in Mtb UGM inh: -0.1
CCn1c2ccccc2c2cc(CN3CCN(S(=O)(=O)Cc4ccccc4)CC3)ccc21 in FadD28 FP inh: 0.1

(list continues)
cpd	mol	Anthrax LF inh2	GDH-TPI inh	FadD28 FP inh	BoNT-F LC inh	PfHsp40 yeast	FBA Mtb inh	Mtb UGM inh	BoNT-A LC inh2	Mtb BioA inh
31	Cc1ccc(-n2nc3c(=O)n(C(C)C(=O)NCc4ccc5c(c4)OCO5)nc(C)c3c2C)cc1 (configuration not stated)	0	-11	0.0	4	-1.7	-2	0.4	2.6	-1.0
32	COc1cc(S(=O)(=O)n2cnc(C)c2)ccc1Br	10	16	-0.1	5	-1.7	-1	0.4	-0.1	-0.5
33	O=C(Cc1ccccc1)Nc1ccc(NC(=O)c2cccnc2)cc1	6	-3	-0.4	-16	-0.5	-2	-7.8	0.0	4.2
34	CCN1C(=O)c2cccc3c(S(=O)(=O)Nc4ccccn4)ccc1c23	-1	3	-2.8	5	-0.4	0	-0.1	0.6	6.3
35	COc1cc2ccc(CC(N)=O)cc2cc1OC	-2	-12	-3.7	-1	.	4	.	-0.2	0.2
36	COc1ccc(F)cc1CN1CCN(c2ncnc3scc(-c4ccccc4)c23)CC1	-1	-2	-4.6	?	.	-1	-0.4	0.3	-0.7
37	COc1ccc(NC2=CC(c3ccc(F)cc3)N(c3ccc(OC)cc3)C2=O)cc1 (configuration not stated)	-7	8	-0.1	2	1.2	-4	2.0	-0.2	.
38	COc1ccc(CCNC(=O)c2ccccc2NC(=O)c2ccco2)cc1OC	-2	-16	-4.1	-6	-0.2	-4	-1.3	-0.5	-0.1
39	CC1CC(C)CN(C(=O)C2CCN(C(=O)Nc3ccccc3)CC2)C1 (configuration not stated)	2	7	-3.2	6	2.4	-3	1.2	-0.8	1.2
40	Cc1c(NC(=O)CSc2ccc(Cl)cc2)c(=O)n(-c2ccccc2)n1C	6	-8	-2.0	-4	-0.7	-3	-0.4	0.3	.
41	Cc1cccc(OCCn2c(=O)oc3ccc(C)cc32)c1	-4	4	-1.2	-6	1.8	0	-2.9	0.7	0.5
42	S=c1[nH]ccn1-c1ccccc1Cl	.	17	-3.9	.	0.0	1	1.2	.	-1.0
43	O=C(Nc1ccc(Cl)cc1)c1cc(Br)ccc1OCC(=O)N1CCOCC1	-3	-1	0.2	2	0.3	4	0.0	-1.5	0.0
44	CCC(=O)Nn1cnc2c(c1=O)C1(CCCCC1)Cc1ccccc1-2	-5	-2	-1.6	-36	-0.7	2	-0.4	0.6	2.4
45	CCn1c2ccccc2c2nnc(SCC(=O)Nc3ncccn3)nc21	-1	30	-1.4	3	1.0	0	1.3	?	0.2
46	C=CCn1c(O)c(C(CC)=Nc2ccc(N(CC)CC)cc2)c(=O)[nH]c1=O	-3	-1	0.1	1	0.1	-1	-1.8	0.7	7.3
47	O=C(NNC(=O)c1cccc(C(F)(F)F)c1)c1ccc(-n2cnnn2)cc1	-5	28	-2.4	-7	-2.3	-1	2.2	-0.4	-1.3
48	O=C(C1=NN[C@@H]2C(=O)N(c3cccc(C(F)(F)F)c3)C(=O)[C@H]12)c1cnccn1	-22	19	0.0	?	-0.5	3	-3.3	2.7	.
49	Oc1c(Br)cc(Br)cc1CNc1ccccn1	-10	5	-0.6	0	-0.6	-1	2.3	-0.9	-0.3
50	O=C(CN(c1ccc(Cl)cc1)S(=O)(=O)c1ccccc1)N/N=C/c1ccco1	-9	-2	-1.2	13	-0.1	-1	0.9	0.8	1.5
51	CCn1cc(S(=O)(=O)c2ccc(C)cc2)c(=O)c2cc(F)c(N3CCN(C)CC3)cc21	1	4	-2.7	-7	-0.1	19	-0.4	-1.1	1.5
52	N#CC1(NC(=O)COC(=O)CCN=C2NS(=O)(=O)c3ccccc32)CCCCC1	-1	4	-2.1	-1	-0.9	3	0.9	-7.1	0.6
53	O=C(c1cc(COc2ccc(F)cc2Cl)on1)N1C[C@H]2CC[C@H]1C2	-3	16	-2.0	11	0.3	4	1.9	0.0	-1.6
54	COCCCn1c(=O)c2ccccc2n(Cc2cc(C(=O)OC)ccc2OC)c1=O	29	2	-1.5	?	-2.7	1	0.4	-1.2	1.3
55	CCC(=O)OCc1c(C(F)(F)F)nn(C)c1Sc1ccc(Cl)cc1	-12	1	0.3	-4	19	3	1.7	-0.5	0.6
56	CC(C)C(NC(=O)OCc1ccccc1)C(=O)O (configuration not stated)	-2	10	0.0	-5	1.9	-5	4.7	-0.2	-4.1
57	CN1CCN(CCCNC(=O)CCCOc2cc(=O)n(C)c3ccccc23)CC1	-5	0	1.3	-2	0.1	0	-0.3	-1.6	0.1
58	Oc1ccc(-c2csc(Nc3ccccn3)n2)cc1	-3	15	1.6	?	-0.5	0	-2.1	1.8	-0.7
59	CCOc1ccccc1CNC(=O)c1nn(C)c2c1CS(=O)(=O)c1ccccc1-2	0	6	-4.2	-4	0.1	0	3.4	1.0	0.4
60	O=C(O)/C=C/C(=O)Nc1ccc(Oc2ccccc2)cc1	-1	-3	-4.8	?	-0.3	2	-0.9	-1.9	-0.4
61	O=C(CN1CCCCC1)NN(Cc1ccccc1)c1ccccc1	0	4	1.5	4	-0.1	6	-1.4	-1.1	.
62	C[C@@H]1CN([C@@H](C)CO)C(=O)CCCn2nncc2CO[C@H]1CN(C)S(=O)(=O)c1ccc(Cl)cc1	7	5	-0.6	-18	.	0	.	-1.3	-1.6&-0.9&0.7
63	CC(C)N(CCCNC(=O)c1ccc(N2CCCC2=O)cc1)Cc1ccccc1	5	4	-1.9	4	0.8	2	-2.8	-0.5	.
64	COc1ccc(CCNC(=O)Cn2c(-c3nonc3N)nc3ccccc32)cc1OC	-9	-7	-3.3	-32	-0.8	-6	-1.7	-2.1	0.0
65	CCN(CC(=O)Nc1cccc(S(N)(=O)=O)c1)Cc1nc2ccccc2c(=O)[nH]1	0	-4	-5.7	0	0.7	-3	0.4	0.4	0.6
66	CCC(=O)N1CCc2cc(S(=O)(=O)N3CCCC3)ccc21	1	-8	-1.3	10	-0.5	1	-0.4	2.2	1.1
67	O=C(Cc1c(F)cccc1Cl)Nc1cc(S(=O)(=O)N2CCCCC2)ccc1N1CCOCC1	-14	9	-0.7	-6	3.7	1	1.3	-0.4	-2.6

Quoted at random: 2 compounds from above, in no set order.
cpd	mol	Anthrax LF inh2	GDH-TPI inh	FadD28 FP inh	BoNT-F LC inh	PfHsp40 yeast	FBA Mtb inh	Mtb UGM inh	BoNT-A LC inh2	Mtb BioA inh
4	O=C(Cn1c(=O)c2cccn2c2ccc(F)cc21)NCCCN1CCN(c2ccccc2F)CC1	0	3	-0.8	-3	-3.1	5	3.2	-0.6	-2.0
31	Cc1ccc(-n2nc3c(=O)n(C(C)C(=O)NCc4ccc5c(c4)OCO5)nc(C)c3c2C)cc1 (configuration not stated)	0	-11	0.0	4	-1.7	-2	0.4	2.6	-1.0
